Assay outcomes from PubChem BioAssay.
NR2E3 ag-1 – activates human NR2E3 receptor | AID 602229 | 0.35% of 360,000 active | Q9Y5X4 | inhibition of corepressor binding, % at 3.98 µM | CHO-S Gal4-NCOR/VP16-NR2E3 two-hybrid, luciferase;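 active means inhibition above the mean of all tested compounds plus 3 SD, cut at about 70% in these data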;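 further: 0% = DMSO with NR2E3 transfected cells and 100% = cells lacking NR2E3 construct; higher means lower luciferase signal from less NR2E3 corepressor binding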
Target sequence (Q9Y5X4 whole entry, looked up, the tested form may be a part): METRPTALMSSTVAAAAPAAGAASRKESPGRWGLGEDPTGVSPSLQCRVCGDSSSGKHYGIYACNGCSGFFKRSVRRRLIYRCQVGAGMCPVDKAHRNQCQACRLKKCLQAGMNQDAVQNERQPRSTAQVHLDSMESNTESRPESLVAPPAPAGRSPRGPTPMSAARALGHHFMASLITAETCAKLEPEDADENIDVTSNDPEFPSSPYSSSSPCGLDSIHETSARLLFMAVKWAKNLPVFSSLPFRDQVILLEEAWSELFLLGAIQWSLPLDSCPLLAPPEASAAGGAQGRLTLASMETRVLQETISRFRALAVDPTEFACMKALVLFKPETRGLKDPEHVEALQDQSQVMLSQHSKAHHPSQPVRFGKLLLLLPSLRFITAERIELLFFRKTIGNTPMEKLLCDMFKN
MITF TRPM1 inh – inhibitors of MITF-driven TRPM1 promoter in melanoma cells | 0.83% of 330,000 active | inhibition, % at 12.5 µM | SK-MEL-5 TRPM1 promoter luciferase, 24 h;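 active means mean inhibition across replicates of 60% or more, whatever share of single replicates reaches that level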; further: values of inactives mirror those of a sister screen read the other way
HIF-2a block – HIF-2a inhibition | inhibition, % at 18.8 µM | AID 624352 | 0.72% of 360,000 active | 786-0 RCC cells HIF-2a reporter, luciferase luminescence, overnight;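 active means inhibition of the luminescence signal of 40% or more relative to plate controls, in a single-dose primary screen at 18.75 µM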
PDI inh – blocks human protein disulfide isomerase activity; inhibition, % at 10 µM; P07237; 0.052% of 350,000 active; PDI insulin aggregation turbidity, A650, 90 min;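 active means mean inhibition across replicates of 30% or more, whatever share of single replicates reach that level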;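 further: absorbance from insulin aggregation driven by PDI reduction with DTT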
H9c2 protect – myocardial damage modulation in H9c2 cells | H9c2 cardiomyocytes, H2O2 injury protection, ATPLite, 2 h | AID 588492 | protection from H2O2 cell death, % at 20 µM | 0.63% of 360,000 active;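 active means compounds giving at least 50% protection of heart cells from peroxide-induced death in the single-dose screen, raw or plate-pattern-corrected value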;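 further: 0% = DMSO wells with peroxide and 100% = DMSO wells without peroxide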
Shn3 inh set2 – reduces Shn3 3'UTR luciferase signal in osteoblasts | Clone20 osteoblast Shn3 3'UTR firefly luciferase, 24 h | inhibition, % at 12.5 µM | 0.52% of 360,000 active | AID 588674;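 active means mean inhibition of at least 75% with every replicate also reaching 75%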;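 further: 0% = median of neutral control wells and 100% = pilot-screen positive control compound; some compounds past the cut are filed as inactive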
Peg3 promoter – reduces Peg3 promoter-driven luciferase expression in HeLa | 1.7% of 360,000 active | HeLa PEG-Prom luciferase reporter, luminescence, overnight | inhibition, % at 20 µM | AID 588405;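 active means inhibition of at least 50% at 20 µM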
HTR2A ag – mouse HTR2A agonism via beta-arrestin recruitment; P35363; CHO-K1 mHTR2A beta-arrestin complementation, luminescence; percent of 30 µM serotonin response; activation, % at 7.6 µM; 0.66% of 360,000 active; AID 624169;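 active means activation above a run cutoff, the mean activation of all tested compounds plus 3 SD, cut at about 14% in these data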;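 further: 0% = plate median of compound wells and 100% = 30 µM serotonin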
Target sequence (P35363 whole entry, looked up): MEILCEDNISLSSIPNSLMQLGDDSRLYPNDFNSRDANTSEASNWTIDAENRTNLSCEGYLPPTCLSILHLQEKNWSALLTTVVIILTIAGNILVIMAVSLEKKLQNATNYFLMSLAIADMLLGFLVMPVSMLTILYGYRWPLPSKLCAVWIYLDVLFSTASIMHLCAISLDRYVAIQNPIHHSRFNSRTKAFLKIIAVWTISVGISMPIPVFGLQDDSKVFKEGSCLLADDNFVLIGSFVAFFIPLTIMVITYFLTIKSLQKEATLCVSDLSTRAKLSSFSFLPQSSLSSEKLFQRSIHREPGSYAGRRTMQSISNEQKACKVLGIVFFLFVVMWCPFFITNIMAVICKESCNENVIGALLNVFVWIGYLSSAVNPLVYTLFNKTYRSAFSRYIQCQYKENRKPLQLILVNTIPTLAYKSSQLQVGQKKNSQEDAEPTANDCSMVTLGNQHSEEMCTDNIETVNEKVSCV
CaV13 ICDI inh – Disruptors of the CACNA1D IQ motif to Ca2+-dependent inactivation inhibitor domain association, primary screening, Förster resonance energy transfer in intact living … | inhibition, % at 12.3 µM | HEK cells, CFP/YFP FRET ICDI-IQ, plate reader, 10 min; percent FRET-ratio fall versus neutral wells | 0.098% of 340,000 active;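 active means mean replicate inhibition of at least 30% and at least 1% of replicates passing that level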;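 further: 0% = median of the neutral control wells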
iPSC survival up – enhancers of human iPSC single-cell survival; survival enhancement, % at 20 µM; 0.044% of 360,000 active; hiPSC single-cell survival, ATPlite luminescence; 100% = ROCK inhibitor wells, 0% = DMSO; in the data active means survival enhancement above about 18%;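 further: cells exposed to compounds for 16 hours before the ATP read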
NR2E3 ag-2 – agonists of human nuclear receptor NR2E3 | Q9Y5X4 | GST-NR2E3/biotin-RetCOR TR-FRET, 1536-well | inhibition of corepressor binding, % at 4.78 µM | 0.12% of 320,000 active | AID 2300;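 active means percent inhibition above the cutoff of mean plus 3 SD of all tested compounds, set per screening campaign, cut at about 20% in these data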;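 further: 0% = DMSO wells and 100% = biotin wells as full block of FRET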
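Material: NR2E3–RetCOR corepressor complex / Amount: 1.35 nM GST-NR2E3 / Medium: Tris pH 7.5 / Compound: single nominal compound dose of 4.8 µM / Incubation: 5 h at 4 °C / Technique: TR-FRET, Eu(K)-anti-GST donor, streptavidin-D2 acceptor, ex 340, em 617/671 nm / Read-out basis: percent loss of FRET ratio relative to control wells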
* = called active by the depositor; x = no result given.

Compound	HIF-2a block	NR2E3 ag-2	HTR2A ag	PDI inh	iPSC survival up	CaV13 ICDI inh	Peg3 promoter	H9c2 protect	MITF TRPM1 inh	Shn3 inh set2	NR2E3 ag-1
CC(C)[C@H]1C=C(C(=O)O)O[C@@H](OCCCCO)C1	0	-1	5	-1	1.1	-10	-6	4	0	-9	-6
O=S(=O)(c1cnc[nH]1)N1CCN(C(c2ccc(F)cc2)c2ccc(F)cc2)CC1	15	3	-6	1	-0.1	-6	7	-3	-4	19	-8
Cc1ccc(CS(=O)(=O)Cc2ccc(C(=O)NCc3cccs3)o2)cc1	12	1	1	0	0.4	-3	3	-1	3	13	-7
O=C(Nc1ccc(C(F)(F)F)cc1)c1ccc2nc[nH]c2c1	-98	-4	-6	-5	-0.1	-4	-71	-2	6	-14	-47
CCCC(C(=O)NCc1ccco1)N(Cc1ccco1)C(=O)CNS(=O)(=O)c1ccccc1 (stereo not given)	3	5	-5	16	-0.5	-7	-4	-2	-2	-13	-37
COc1cccc(OCCNS(=O)(=O)c2ccccc2[N+](=O)[O-])c1	-25	x	-4	-3	-0.4	-5	-6	-6	1	12	-18
CCOc1ccc2cc(C#N)c(SCC(=O)OC)nc2c1	-230	7	2	0	-3.3	-8	-375	-8	-75	-103	-108
Cc1cc(C(=O)N/N=C/c2ccc(-c3cccc(Cl)c3)o2)n[nH]1	-10	1	-5	-5	0.3	-4	-1	-5	6	x	-56
O=C(CSc1n[nH]c(-c2ccccc2)n1)NCc1cccc(C(=O)O)c1	13	3	4	-2	0.9	-5	11	4	-5	6	2
O=C(Nc1cccc(NC(=O)c2ccc3c(c2)OCO3)c1)c1ccccc1	-147	-1	2	-1	0.5	-7	-57	-1	-11	-11	-37
CC(=O)c1ccc(N2CCN(C(=O)CCCn3c(=O)[nH]c4ccccc4c3=O)CC2)cc1	19	2	-1	-8	-0.7	0	4	18	14	8	-19
O=C(CCCOc1ccc(Cl)cc1Cl)N/N=C/c1ccccc1	-1	3	-3	4	1.3	-3	7	-12	-8	-25	-47
O=C(NCc1ccco1)c1ccc2c(c1)C(=O)c1ccccc1-2	-27	-1	2	1	0.7	-10	-49	8	-27	-3	-7
Cc1ccc(C(C(=O)NC2CCCCC2)N(C(=O)Cc2c[nH]c3ccccc23)c2ccccc2C)o1 (stereo not given)	9	-1	-1	-3	1.2	-13	38	9	14	18	-9
CC(C)Nc1nc(NC(C)C)nc(OCCOC(=O)Nc2ccccc2)n1	-104	-4	2	-9	2.0	-7	-118	-6	-28	-36	-13

2 of the compounds above, with values under each structure:
Every second line gives: HIF-2a block	NR2E3 ag-2	HTR2A ag	PDI inh	iPSC survival up	CaV13 ICDI inh	Peg3 promoter	H9c2 protect	MITF TRPM1 inh	Shn3 inh set2	NR2E3 ag-1
Cc1cc(C(=O)N/N=C/c2ccc(-c3cccc(Cl)c3)o2)n[nH]1
    -10	1	-5	-5	0.3	-4	-1	-5	6	x	-56
CCCC(C(=O)NCc1ccco1)N(Cc1ccco1)C(=O)CNS(=O)(=O)c1ccccc1 (stereo not given)
    3	5	-5	16	-0.5	-7	-4	-2	-2	-13	-37

Later entries.
Compound	HIF-2a block	NR2E3 ag-2	HTR2A ag	PDI inh	iPSC survival up	CaV13 ICDI inh	Peg3 promoter	H9c2 protect	MITF TRPM1 inh	Shn3 inh set2	NR2E3 ag-1
COc1ccc(C(=O)Nc2ccc(N3CCCC3)cc2)cc1OC	-206	x	-2	3	-0.8	-9	-170	-4	-65	-47	-77
Oc1cccc2c(NC(=S)Nc3ccc(OC(F)F)cc3)cccc12	-158	-8	-1	27	0.4	-8	-153	-14	2	-41	-100
COc1ccc(CC(=O)Nc2cccc(S(=O)(=O)N3CCOCC3)c2)cc1OC	11	-4	1	1	0.2	-17	15	-11	5	27	38
CCCN1C(=O)C2(SC(NC(C)=O)=NN2C(C)=O)c2cc(C)cc(C)c21 (stereo not given)	7	1	1	5	-0.2	-5	8	8	-1	x	11
Cc1cc(NC(=O)Nc2ccc3c(ccn3C)c2)sn1	-292	-5	-3	-1	-0.5	-5	-333	-25	-98	-101	-81
O=C(OCc1ccccc1)N1CCC2CC1c1ccc(/C=C/CCCCl)cc12 (stereo not given)	-164	x	-2	x	4.9	-7	-174	-3	x	-33	-48
Cc1c(NC(=O)C(C)OC(=O)C23CC4CC(CC(Br)(C4)C2)C3)c(=O)n(-c2ccccc2)n1C (stereo not given)	-4	0	-8	2	0.5	2	-33	-10	6	-16	18
COC(=O)CCCC(=O)N1CCCC(C(=O)c2ccc(-c3ccccc3)cc2)C1 (stereo not given)	2	1	0	-1	-0.3	-10	-1	-5	-8	8	-16
O=C(Nc1ccccc1F)c1ccccc1-c1ccccc1	12	-4	-5	-5	0.5	-5	8	3	11	15	6
CC1(C)CC(=O)NC=C(c2ccccc2)C1	9	-2	1	-8	5.9	-5	14	-2	-3	16	-4
Cc1cc(C(=O)N2CCCC(N3CCN(c4cccc(C(F)(F)F)c4)CC3)C2)nn1C (stereo not given)	-39	1	-10	1	-0.2	-7	-20	-4	4	-3	-42
CC1(c2ccc3ccccc3c2)NC(=O)N(CC(=O)Nc2ncccc2O)C1=O (stereo not given)	8	1	0	-6	8.8	-5	9	14	1	7	25
Cc1ccc(-c2csc(Nc3ccccc3)[n+]2CCc2ccccc2)cc1	-95	-2	-2	0	-0.6	-16	-23	-8	-4	-3	-9
O=S(N1CCCCCC1)C12CC3CC(CC(C3)C1)C2 (stereo not given)	9	-1	4	-11	-0.8	x	16	2	7	9	-14
COc1ccc(S(=O)(=O)N2CCCCCC2)cc1NC(=O)Cc1ccccc1F	14	4	-8	-2	-0.5	-12	7	-12	3	14	-15
COc1ccc(C(c2nnnn2CC2CCCO2)N2CCN(c3ccc(F)cc3)CC2)cc1 (stereo not given)	4	3	-1	-4	-2.9	-2	10	2	-5	3	-16
CCC(=O)N1c2ccc(S(=O)(=O)NC3CCCCC3)cc2CC1C (stereo not given)	5	-5	-4	-3	0.4	-5	-20	-8	5	53	23
CCCCNC(=O)COC(=O)c1c2c(nc3ccccc13)/C(=C/c1cccs1)CC2	-212	3	8	-5	-1.1	-13	-157	12	-26	31	-42
N#Cc1nc(Cc2ccccc2)oc1NCc1cccnc1	11	-2	3	-8	5.6	x	-4	4	1	28	-8
Cc1cc(C)n(C(=O)c2cccc([N+](=O)[O-])c2C)n1	16	0	-1	2	0.7	-5	-3	-1	10	17	1
C=CCn1c(O)c(N=O)c2cc(C)ccc21	9	-2	-2	-5	0.1	2	4	-7	11	4	-4
C#CCOCCOCCOCCNc1nc(N2CCOCC2)nc(N2CCN(C(=O)[C@H](CC(N)=O)n3cc(C(N)[C@@H](C)CC)nn3)CC2)n1 (stereo not given in full)	5	x	0	2	3.5	-11	-8	-3	-5	-7	-19
CC(C)(C)c1cc(/C=N/O)cc(C(C)(C)C)c1O	43*	1	-2	4	-0.3	-15	8	-8	-4	1	-29
CCc1cc2c(=O)c(-c3nc(C)cs3)coc2cc1O	-166	-8	5	1	0.5	-5	-235	-3	-45	-71	-99
CC1CC(=O)Nc2ccccc2N1C(=O)Cn1cnc2ccc(Br)cc2c1=O (stereo not given)	7	x	9	-1	0.0	-5	12	0	10	-8	0
O=C(Nc1ccc(Cl)cc1)c1ccc(OCC2CCCO2)cc1 (stereo not given)	-267	0	-2	4	-0.8	-5	-249	-10	-28	-30	-90
Cc1ccc(OCC(=O)OCC(=O)NC2CCCC2)cc1C	7	-1	15*	-15	-0.4	-2	0	2	7	-9	0
Cn1cc(C(=O)c2cccc(Cl)c2Cl)cc1C#N	9	4	-2	17	-1.4	-6	9	-10	4	0	6
Cc1cc(NS(=O)(=O)c2ccc(NC(=O)c3ccccc3F)cc2)no1	-4	x	4	-10	-0.5	-5	-6	1	-3	0	10
CCCN(CC(=O)Nc1cc(Cl)ccc1Cl)C(=O)c1ccccn1	-3	x	2	7	-0.2	-5	8	0	x	3	-1
CCC[C@@H](CN1CCC[C@H]1CN1C(N)=NC[C@@H]1Cc1ccccc1)N1C[C@@H]([C@H](C)CC)N(CCc2ccc(Cl)c(Cl)c2)C1=N	6	x	-10	12	-0.5	x	-1	2	-4	4	4
O=C(N/N=C/c1cccnc1)c1cc2c(ccc3ccccc32)o1	-14	-3	-9	-6	7.6	-6	-11	20	-6	0	-11
CC(=O)NC(Cc1ccccc1)C(=O)NC1CCN(C(=O)NCc2ccccc2)CC1 (stereo not given)	8	x	3	2	-0.3	-7	18	1	3	0	-11
O=C(c1ccc(Cl)cc1)N1CCCCC(Sc2nnc(-c3ccc4c(c3)OCO4)o2)C1=O (stereo not given)	64*	2	-3	-4	-2.3	-4	54*	-24	80*	70	-126
COc1ccc(S(=O)(=O)N2CCCC(C(=O)N3CCN(c4ccccc4)CC3)C2)cc1Cl (stereo not given)	6	3	-4	1	-0.3	-6	21	-10	9	14	26
COc1cccc(-c2cc(C(F)(F)F)nc(-n3cc(Cl)cn3)n2)c1	-9	0	5	-11	-2.3	-5	-3	-5	-8	12	-10
CC(C)(C)c1ccc(NC(=O)CNC2CCCc3ccccc32)cc1 (stereo not given)	2	1	-4	6	2.1	-15	8	1	2	3	-20
C#CC(=O)CCC1CCCN1C(=O)OC(C)(C)C (stereo not given)	-7	x	0	10	-2.4	-9	0	11	-4	-12	-6
O=C(NC(c1ccccc1)C(Cl)(Cl)Cl)c1ccccc1 (stereo not given)	4	0	0	1	-1.1	-5	16	-18	12	13	12
CSc1nc(Cl)cc(=O)[nH]1	9	0	6	-5	1.3	-4	14	6	8	-1	-32
Cc1sc2ncn(CC(=O)N3CCOCC3)c(=O)c2c1-c1ccccc1	16	5	2	11	-0.4	0	-5	-1	0	-16	12
Cc1nc2c(ncn2-c2ccccc2)c(=O)n1NC(=O)CN1CCOCC1	-19	5	9	2	0.2	-5	-20	3	13	10	-18
COC(=O)c1c[nH]n2c(=O)c(Cl)c(C)nc12	-28	0	1	4	1.0	-5	-7	-4	-9	-10	-11
CO/N=C/c1ccc(Oc2ccc(C)cc2)nc1	-131	1	0	8	-1.0	x	-106	7	-49	-32	-27
COc1ccc(/C=C/C(=O)c2nc3ccccc3n2CC(=O)c2ccc(OC)cc2)cc1	-17	1	-1	4	-1.9	-4	20	24	-3	7	-8
CCOC(=O)c1ccc(NC(=O)Cn2ncc(Cl)c(Cl)c2=O)cc1	89*	-1	2	-1	-3.9	5	104*	-31	103*	98*	43
CCOC(=O)Cc1cc(=O)c2c(=O)n(-c3ccccc3)[nH]c2[nH]1	6	-1	-1	4	0.9	-3	2	3	13	8	-10
